From PubChem BioAssay
West Nile antiviral: West Nile virus antiviral activity, cell-based, CPE readout (AID 1621). West Nile virus-infected cells, CPE inhibition; higher % means a stronger effect. CPE inhibition, % at 10 µM; hits with a dose series show IC50 in µM. 290,000 tested, 0.02% active; in the data active means a potency from the dose series; inconclusive means CPE inhibition mostly from about 3.7% at the one dose, without a potency; inactive means the rest, 99 in 100 with CPE inhibition below about 2.2%; further: strong numbers were not always called active
Ins promoter up: insulin promoter activators in MIN6 cells, imaging, high-content screening, mouse beta cells | MIN6 insulin promoter-GFP reporter; stronger effect = higher value | z-score at 5 µM | 190,000 tested, 0.3% active | AID 1625, 2009;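 active means z-score above 3 at 5 µM with at least 500 cells counted in the well; inconclusive means wells under 500 cells, flagged as cytotoxic or low count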
RSV antiviral HEp-2: RSV antiviral activity via CPE protection, HEp-2 cells, primary 10 µM value included (AID 2391); CPE inhibition, % at 10 µM, or IC50 in µM where a hit was titrated; 310,000 tested, 0.13% active; HEp-2 cells, RSV-induced CPE inhibition; higher % means a stronger effect; in the data active means a potency from the dose series; inconclusive means CPE inhibition mostly from about 23% at the one dose, without a potency; inactive means the rest, 99 in 100 with CPE inhibition below about 21%; further: strong numbers were not always called active
human PMI inhibitors: human PMI inhibitors, high substrate, primary screen, biochemical, fluorescence intensity, high mannose 6-phosphate (AID 1220); recombinant PMI enzyme, coupled fluorescence intensity; higher % means a stronger effect; inhibition, % at 20 µM; hits with a dose series show IC50 in µM; Mannose-6-phosphate isomerase (Homo sapiens); 190,000 tested, 0.66% active
Large T inhibition: SV40 large T antigen inhibitors, biochemical (AID 1903); inhibition, % at 20 µM; hits with a dose series show IC50 in µM; 310,000 tested, 0.39% active; SV40 large T antigen ATPase/helicase inhibition assay; higher % means a stronger effect; in the data active means a potency from the dose series; inconclusive means inhibition mostly from about 32% at the one dose, without a potency; inactive means the rest, 99 in 100 with inhibition below about 32%; further: strong numbers were not always called active
human PMI inhibition: inhibitors of human PMI, primary screen, biochemical, fluorescence intensity, coupled assay (AID 1209); 190,000 tested, 0.42% active; purified PMI enzyme, coupled fluorescence intensity; higher % means a stronger effect; inhibition, % at 20 µM; hits with a dose series show IC50 in µM;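 further: plate controls were DMSO vehicle for no effect and wells lacking substrate for full effect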
CSM14.1 death rescue: rescue of cells from ER stress-induced death, primary screen, 384-well, CSM14.1, thapsigargin, ATP luminescence (AID 1222). CSM14.1 thapsigargin-induced death rescue, ATP luminescence; higher % means a stronger effect. 190,000 tested, under 10 active. one-dose cellular ATP content (survival), % at 20 µM; EC50 in µM for titrated hits;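 active means EC50 below 50 µM in the dose-response confirmation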;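 further: death triggered by thapsigargin at about 15 µM added after 2 h compound pretreatment; cell ATP read after overnight thapsigargin exposure of roughly 18 to 22 hours; normalized against plate controls of thapsigargin alone and 5% DMSO vehicle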
TNAP activation fold: human TNAP enzyme activators, primary screen, biochemical, luminescent, no phosphate acceptor, uHTS (AID 1001). 200,000 tested, 0.03% active. purified TNAP, luminescent activation assay, no phosphate acceptor; higher activation fold means a stronger effect. activation fold at 20 µM; hits with a dose series show EC50 in µM. Alkaline phosphatase, tissue-nonspecific isozyme (Homo sapiens); in the data active means activation fold from about 3, or a potency from the dose series; inactive means the rest, 99 in 100 with activation fold below about 1.6; further: many of its hits are not listed in these tables
PhoP inhibition: inhibitors of PhoP regulon expression, primary screen, Salmonella Typhimurium, GFP reporter (AID 1863); S. Typhimurium PhoP-regulated promoter GFP reporter, 4 h; higher % means a stronger effect; 300,000 tested, 0.16% active; inhibition, % at 50 µM, or IC50 in µM where a hit was titrated;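 active means inhibition over 29.93%, a cutoff 3 SD above the screen mean, later confirmed by dose response; inconclusive means inhibition over 29.93% but no dose response follow-up; inactive means inhibition at most 29.93% or unconfirmed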;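 further: 0% = low Mg2+ inducing control and 100% = high Mg2+ repressing control; strong numbers were not always called active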
Ins promoter up cell count: recorded beside Ins promoter up, whose call it bears; cell count; measured here: cytotoxicity, nuclei count;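 total cells summed across four imaged fields per well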
* = called active by the depositor; ? = inconclusive; · = not tested or not shown. Unless noted, no stated cut-off is given here; in the data, active means inhibition above about 50%; inactive means the rest.

compound	West Nile antiviral	Ins promoter up	Ins promoter up cell count	RSV antiviral HEp-2	human PMI inhibitors	Large T inhibition	human PMI inhibition	CSM14.1 death rescue	TNAP activation fold	PhoP inhibition
C/C(=N\O)c1ncc(C(F)(F)F)cc1Cl	-0.6%	-0.78	1349	0.1%	0%	3%	4%	0.4%	1.1	1%
Cc1ccc(NC(=O)c2ccc3c(c2)OCCO3)cc1	0.2%	1.3	1599	5.2%	3%	0%	4%	-1.9%	1	-4%
C/C(=N\NC(=O)C(C)Sc1ccccc1)c1ccc([N+](=O)[O-])cc1 (stereo not given)	-1.2%	·	·	2.9%	·	8%	·	·	·	2%
O=C(CCN1C(=O)/C(=C/c2ccccc2F)SC1=S)NC1C=CS(=O)(=O)C1 (stereo not given)	?	·	·	1.6%	·	-10%	·	·	·	5%
N=C1c2ccccc2CN1NC(=O)c1cccc(S(=O)(=O)N2CCCCC2)c1	0.9%	·	·	-1.4%	37%	4%	-11%	0.6%	0.9	-1%
CCN(CC)c1ccc(C(=O)OCC(=O)N(C)Cc2ccccc2)cc1	-1.2%	-0.37	1384	2.8%	6%	13%	11%	-1.1%	1.2	-3%
O=C(CN1C(=O)NC2(CCCCCC2)C1=O)NC1CC1	0.3%	1.1	1183	-0.6%	-5%	4%	-8%	-1.1%	1.1	-9%
O=P(O)(O)c1cc(-c2ccccc2)oc1-c1ccccc1	0.2%	0.19	1098	-0.6%	·	14%	·	·	·	-10%
O=C(NC1CCCCCC1)c1cc2n(n1)C(C(F)(F)F)CC(c1ccco1)N2 (stereo not given)	-0.2%	-0.18	993	-2.3%	26%	1%	11%	-1.0%	1	17%
Cc1ccccc1NCC(=O)c1ccc(Br)cc1	-0.9%	·	·	1.3%	-74%	-4%	-51%	-2.8%	1	15%
CCOC(=O)c1c(CC(C)C)csc1NC(=O)COC(=O)c1cc(OC)c(OC)cc1[N+](=O)[O-]	2.4%	-1.6	1199	3.3%	3%	7%	6%	-1.9%	1	-4%
COC(=O)c1ccc(NC(=O)C(C)Oc2ccccc2)cc1 (stereo not given)	-0.2%	-0.27	965	·	5%	14%	4%	2.9%	1.2	-18%
N#CC1=C(S)N(c2ccccc2)C2(CCCCC2)NC1=O	0.5%	·	·	0.6%	-1%	15%	4%	-2.6%	1	5%
CSCCC(NS(=O)(=O)c1ccc(Cl)cc1)C(=O)OCC(=O)NC1CCCCC1 (stereo not given)	0.4%	0.89	885	1.4%	-2%	10%	-4%	-0.4%	0.8	4%
CC(C)(C)OC(=O)CNC(=O)c1[nH]cnc1C(=O)NC(c1ccccc1)c1ccccc1	1.6%	·	·	-1.3%	·	2%	·	·	·	8%
COc1ccc(CNCc2cc(OC)ccc2OC)cc1	0.3%	·	·	0.9%	·	5%	·	·	·	-1%
COc1ccccc1N1CCN(C(=O)C(C)N(c2ccccc2)S(C)(=O)=O)CC1 (stereo not given)	-0.6%	0.34	576	2.8%	10%	16%	10%	1.7%	1	-5%
COc1ccc(C(=O)N2CCC(C(=O)N3CCN(Cc4ccccc4)CC3)CC2)cc1	-0.7%	·	·	0.5%	·	25%	·	·	·	8%
COc1ccccc1C(=O)CC(=O)C(=O)Nc1cccc([N+](=O)[O-])c1C	-0.7%	·	·	14%	·	10%	·	·	·	-6%
S=C(NCC1CCCO1)N1CCN(c2ccccc2)CC1 (stereo not given)	0.4%	-0.48	978	0.2%	5%	8%	0%	-0.1%	0.8	-4%
c1ccc(-n2ncc3c(NC4CCCCCC4)ncnc32)cc1	0.1%	-0.21	906	0.3%	·	·	·	·	·	-2%
O=C(CN(Cc1ccccc1)C(=O)CCC(=O)Nc1ccccn1)NCc1ccc(F)cc1	-0.4%	·	·	-0.5%	·	-13%	·	·	·	4%
COc1ccc(C2/C(=C(/O)c3ccccc3)C(=O)C(=O)N2c2ccccn2)cc1OC (stereo not given)	0.8%	0.56	1357	0.4%	-2%	8%	-7%	1.0%	1.1	-4%
CCc1nc2ccccc2c(C(=O)OCC(=O)NCc2ccc3c(c2)OCO3)c1C	0.0%	-0.13	1435	2.8%	10%	3%	9%	19%	1.2	23%
C/C(=N\NC(=O)C(=O)Nc1c(C)n(C)n(-c2ccccc2)c1=O)c1ccncc1	-0.1%	-0.19	1028	·	·	3%	·	·	·	-14%
COc1ccccc1NC(=O)CN1CCN(CC(=O)Nc2ccccc2Cl)CC1	-1.1%	·	·	1.4%	·	6%	·	·	·	4%
CCOC(=O)C1C(=O)NC(c2ccccc2)=NC1c1ccc(F)cc1 (stereo not given)	-0.4%	·	·	0.3%	3%	1%	1%	3.8%	1	-4%
Cc1nccn1-c1c2c(c(C#N)c3nc4ccccc4n13)CCC2	0.1%	0.56	774	0.2%	-10%	·	0%	-1.8%	1.1	·
O=C1C(=O)N(CC2CCCO2)C(c2ccccc2[N+](=O)[O-])/C1=C(/O)c1ccccc1 (stereo not given)	0.3%	0.83	1468	0.6%	6%	11%	-18%	0.8%	1.1	2%
O=C(NC1CCCCCCC1)NC1CCCCC1	-0.1%	-0.38	1570	-0.1%	-8%	6%	-13%	-1.0%	1	-8%
COc1cc(-c2nnc3n2N=C(c2ccccc2)CS3)cc(OC)c1OC	-1.3%	-1.1	868	-0.8%	3%	4%	1%	-2.9%	0.9	-5%
O=C(NCc1cccnc1)c1ccc(Cl)c(S(=O)(=O)N2CCOCC2)c1	-1.1%	·	·	0.9%	·	24%	·	·	·	0%
CCN(CC)CCNC(=O)c1ccccc1N	0.2%	-0.22	1307	0.9%	12%	-1%	9%	-1.3%	1.1	-4%
CCc1ccc(OCC(=O)OCC(=O)NCCNC(=O)COC(=O)COc2ccc(CC)cc2)cc1	-0.2%	·	·	0.9%	·	13%	·	·	·	-9%
COc1cccc(N2C(=O)CN(Cc3cc(OC)c(OC)c(OC)c3)C2=S)c1	-0.9%	·	·	2.8%	·	3%	·	·	·	5%
Clc1ccc2nc(-c3ccncc3)cc(-c3ccccc3)c2c1	0.0%	0.11	1505	1.8%	-1%	-9%	9%	-0.9%	1	-6%
CN(C)CCCn1c(=O)n(Cc2ccco2)c(=O)c2c3c(sc21)CCCCC3	-0.1%	-0.52	1219	-2.4%	·	8%	·	·	·	-3%
Cc1ccc(N(CCO)C(=S)Nc2ccccc2)cc1	-0.3%	·	·	3.9%	·	9%	·	·	·	4%
Cc1cccc(Sc2c([N+](=O)[O-])ncn2C)c1	1.1%	-0.34	1429	1.7%	7%	-3%	8%	-1.0%	1.1	22%
Cc1nc(N2CCN(Cc3ccccc3)CC2)nc2c1C(=O)CC(C)C2 (stereo not given)	-0.8%	-3	902	4.0%	12%	12%	4%	3.7%	1.2	33%
O=C(CC(c1ccccc1)c1ccccc1)Nc1nn[nH]n1	-0.1%	0.26	1147	0.3%	8%	4%	-2%	-0.7%	1	-6%
Cc1cc(C)cc(N(C(C)C(=O)N2CCCCC2)S(C)(=O)=O)c1 (stereo not given)	-0.1%	0.1	1274	5.6%	2%	9%	-14%	-0.8%	0.9	8%
CC(C)(C)NC(=S)NC1CC1	-0.1%	-0.74	1395	2.5%	·	4%	·	·	·	-7%
COc1cc(/C=N/Nc2cccc(C)c2)ccc1OC(=O)c1ccco1	0.0%	-0.35	1412	0.1%	-71%	8%	-47%	0.0%	1.2	-1%
O=[N+]([O-])c1cc(-c2nc(-c3ccncc3)no2)ccc1Cl	-1.2%	·	·	3.7%	-6%	7%	5%	-0.6%	1.2	-1%
CN(Cc1nc2ccccc2n1C)S(=O)(=O)c1ccc(Cl)cc1	-0.1%	-0.23	1289	1.1%	8%	6%	8%	-0.3%	1.1	-7%
COc1ccc(OC)c(-c2csc(NC(=O)C3COc4ccccc4O3)n2)c1 (stereo not given)	-0.4%	-0.13	1135	4.1%	9%	10%	11%	0.3%	1.1	-1%
COc1ccc2[nH]c(C(=O)NCCCn3ccnc3)cc2c1	0.1%	·	·	0.1%	·	19%	·	·	·	2%

Three entries picked at random from the list so far:
compound	West Nile antiviral	Ins promoter up	Ins promoter up cell count	RSV antiviral HEp-2	human PMI inhibitors	Large T inhibition	human PMI inhibition	CSM14.1 death rescue	TNAP activation fold	PhoP inhibition
Cc1cccc(Sc2c([N+](=O)[O-])ncn2C)c1	1.1%	-0.34	1429	1.7%	7%	-3%	8%	-1.0%	1.1	22%
O=[N+]([O-])c1cc(-c2nc(-c3ccncc3)no2)ccc1Cl	-1.2%	·	·	3.7%	-6%	7%	5%	-0.6%	1.2	-1%
c1ccc(-n2ncc3c(NC4CCCCCC4)ncnc32)cc1	0.1%	-0.21	906	0.3%	·	·	·	·	·	-2%

Further compounds follow:
compound	West Nile antiviral	Ins promoter up	Ins promoter up cell count	RSV antiviral HEp-2	human PMI inhibitors	Large T inhibition	human PMI inhibition	CSM14.1 death rescue	TNAP activation fold	PhoP inhibition
OC(CN1CCC(Cc2ccccc2)CC1)c1ccccc1 (stereo not given)	0.1%	·	·	-0.9%	·	-2%	·	·	·	14%
Cc1cccc(OC(=O)c2cccnc2)c1C	-0.6%	·	·	1.6%	·	9%	·	·	·	-2%
Cc1ccnc(NS(=O)(=O)c2ccc(N3C(=O)c4ccccc4C3=O)cc2)n1	·	-0.6	1214	1.2%	-6%	6%	5%	-1.7%	1.1	-6%
CC(=O)c1sc(Nc2nc3cc4c(cc3s2)OCO4)nc1C	-0.6%	-0.45	1365	·	20%	4%	6%	20%	2.5	1%
CS(=O)(=O)N1CCc2cc(C(=O)Nc3ccc(Cl)cc3)ccc21	-0.8%	·	·	-1.3%	·	13%	·	·	·	13%
c1csc(-c2nc(NCC3CCCO3)c3ccccc3n2)c1 (stereo not given)	0.7%	·	·	3.2%	·	3%	·	·	·	14%
COc1ccc(C(=O)NCCN2C(=O)S/C(=C\c3cccnc3)C2=O)c(OC)c1OC	-0.9%	-0.19	1311	0.2%	3%	-41%	-1%	-2.1%	1	1%
O=c1c2[nH]c3ccc(F)cc3c2ncn1CCN1CCN(Cc2ccccc2)CC1	0.1%	-0.64	1931	0.7%	8%	2%	7%	·	1.1	3%
O=C(/C=C/c1ccccc1Cl)Nc1ccc(-c2nnc3n2CCCCC3)cc1	-0.6%	-0.13	1356	2.7%	11%	10%	9%	10%	1	-5%
CN(C)C(CNC(=O)CNC(=O)c1ccc(Br)cc1)c1ccccc1 (stereo not given)	0.2%	-0.36	1245	-1.9%	-8%	6%	-4%	-2.2%	1.1	-5%
Cc1sc2c(c1C)c(=O)nc1scc(CC(=O)O)n12	-0.1%	-2	744	0.2%	-12%	1%	-10%	-0.6%	0.9	5%
